GPR55 antagonists: inhibition of LPI-stimulated GPR55 beta-arrestin translocation – imaging, U2OS, beta-arrestin-GFP, LPI agonist, primary screen (AID 2013). U2OS GPR55 beta-arrestin-GFP translocation imaging, LPI antagonism; higher % means a stronger effect. inhibition, % at 10 µM; hits with a dose series show IC50 in µM. 0.13% of 290,000 active;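 active = spots per cell inhibited over 60%, with over 100 cells counted and total cytoplasm intensity under 500,000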;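 note: U2OS cells stably carrying GPR55 and arrestin-GFP stimulated by 5 µM LPI near EC80; imaged beta-arrestin-GFP aggregate spots per cell after agonist stimulation; plate controls were LPI-stimulated DMSO wells for no effect and DMSO wells without LPI for full effect; some results filed as inactive read as strong as hits; confirmed hits need IC50 under 10 µM and bright autofluorescent wells are also inconclusive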
HIV peptide binding: inhibitors of HIV fusion peptide binding, primary screen, biochemical, uHTS, fluorescence dequenching (AID 1986) | cell-free peptide binding, fluorescence dequenching, 30 min; higher % means a stronger effect | inhibition, % at 20 µM; hits with a dose series show IC50 in µM | 0.3% of 290,000 active; in the data active = inhibition mostly above about 52%, no sharp cut-off; inactive = mostly below about 76%; note: some results filed as inactive read as strong as hits
Dengue-2 NS5 capping: flavivirus cap methylation enzyme inhibition – biochemical, confirmation dose response, primary screen (AID 588689); Dengue-2 NS5 methyltransferase capping enzyme assay, biochemical; higher % means a stronger effect; inhibition, % at 25 µM; hits with a dose series show IC50 in µM; 0.3% of 340,000 active; in the data active = a potency from the dose series
KOR beta-arrestin-1: KOR agonists, beta-arrestin recruitment, primary screen, cell-based, luminescence, uHTS (AID 1777); KOR beta-arrestin recruitment, luminescence; higher % means a stronger effect; activation, % at 10 µM; hits with a dose series show EC50 in µM; 0.02% of 280,000 active; in the data active = activation above about 50%, passing the limit was not always enough; note: a part of the inactive calls stands beside numbers as strong as those of hits
GPR55 activation: selective activators of receptor GPR55 – imaging, U2OS cells, beta-arrestin-GFP redistribution, primary screen (AID 1961). U2OS GPR55 beta-arrestin-GFP redistribution imaging; higher % means a stronger effect. activation, % at 10 µM; hits with a dose series show EC50 in µM. 0.048% of 290,000 active;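 active = activation above 40% with more than 50 cells counted in the well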;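 note: U2OS osteosarcoma cells stably expressing GPR55 and beta-arrestin-GFP; plate controls were DMSO negative control for no effect and LPI positive control for full effect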
KOR beta-arrestin-2: kappa opioid receptor blockers – cell-based, luminescence, uHTS (AID 1778). KOR beta-arrestin recruitment, luminescence, antagonist mode; higher % means a stronger effect. one-dose inhibition, % at 10 µM; IC50 in µM for titrated hits. 0.091% of 290,000 active; in the data active = inhibition above about 50%; note: strong numbers were not always called active
NOD1 inhibition: NOD1 signaling inhibitors, primary screen, cell-based, luminescence, uHTS (AID 1578). NOD1-driven NF-kB luciferase reporter cells, luminescence; higher % means a stronger effect. one-dose inhibition, % at 4 µM; EC50 in µM for titrated hits. 1% of 290,000 active; in the data active = inhibition mostly above about 36%, no sharp cut-off; inactive = mostly below about 34%;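 note: HEK-293T reporter cells stimulated with the NOD1 agonist gamma-tri-DAP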
GPR35 antagonists: GPR35 antagonists blocking zaprinast-driven arrestin recruitment, primary screen, imaging, U2OS, beta-arrestin-GFP, zaprinast agonist (AID 2058); U2OS GPR35 beta-arrestin-GFP translocation imaging, zaprinast antagonism; higher % means a stronger effect; one-dose inhibition, % at 10 µM; IC50 in µM for titrated hits; 0.052% of 290,000 active;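 active = inhibition of at least 50% with at least 30 cells and total cytoplasm GFP at most 10,000,000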
West Nile antiviral: West Nile virus antiviral activity, cell-based, CPE readout (AID 1621) | 0.02% of 290,000 active | CPE inhibition, % at 10 µM; hits with a dose series show IC50 in µM | West Nile virus-infected cells, CPE inhibition; higher % means a stronger effect; in the data active = a potency from the dose series; note: strong numbers were not always called active
Dengue-2 NS5 capping pilot replicate: second read-out of Dengue-2 NS5 capping, no call of its own (marks repeat the call); inhibition, %; measured here: pilot screen replicate inhibition
Starred values were filed as active, the others as inactive; · = no result given; [ ] = another dose, or the depositor's remark. The list is partial, so the mix of outcomes need not match the whole.

SMILES	GPR55 antagonists	HIV peptide binding	Dengue-2 NS5 capping	KOR beta-arrestin-1	GPR55 activation	KOR beta-arrestin-2	NOD1 inhibition	GPR35 antagonists	West Nile antiviral	others
COc1ccc(S(=O)(=O)N2CC(O)CC2C(=O)Nc2cccnc2)cc1 (stereo unspecified)	5.8%	0.2%	-9.5%	4.7%	0.2%	-13.0%	-0.6%	-3.9%	-0.1%
CC(C)COc1ccc(N)cc1OCC(C)C	-3.4%	1.1%	-2.9%	-5.0%	0.2%	-11.5%	-19.9%	-4.1%	-0.8%
Clc1cccc(OCCCCN2CCCCC2)c1	4.6%	-0.6%	-4.8%	-3.8%	-0.3%	-4.4%[20 µM]	-20.8%	-7.7%	-0.2%
CCC1CN(C(=O)N2CCC(C(=O)NCc3ccco3)CC2)c2cc(C)ccc2O1 (stereo unspecified)	8.7%	1.1%	-5.0%	3.6%	0.3%	-11.9%	-18.8%	11.6%	0.4%
Cc1ccc([N+](=O)[O-])cc1S(=O)(=O)NCCc1cn2ccccc2n1	3.2%	0.7%	-6.3%	4.0%	0.7%	-10.3%	-4.9%	-8.3%	0.1%
COc1cccc(C(=O)OCCN(C)C(C)(C)C)c1	-2.3%	1.2%	·	-6.1%	-0.1%	14.1%	3.9%	-8.8%	·
CCOC(=O)c1nn(-c2ccccc2)c2nnc(Cc3ccc(Cl)cc3)c(=O)n12	0.4%	-1.8%	0.4%	-3.0%	0.0%	-13.9%	-18.0%	2.7%	-0.8%
O=c1cc(CN2CCN(c3ccccc3)CC2)nc2scc(-c3ccccc3)n12	-20.5%	10.0%	-13.1%	6.5%	-0.6%	-36.9%	12.0%	-8.5%	-0.7%
O=[N+]([O-])c1ccccc1S(=O)(=O)N1CCN(Cc2ccc3c(c2)OCO3)CC1	1.1%	0.3%	2.9%	-0.4%	-0.8%	-14.3%	-38.7%	2.4%	-0.6%
NS(=O)(=O)c1ccc(N/N=C/c2ccc[nH]2)c([N+](=O)[O-])c1	-7.5%	-4.6%	17.9%	-4.1%	-0.3%	17.4%	3.4%	10.2%	1.2%
CC(C)c1ccc(NC(=O)c2snc3ccc(Cl)cc23)cc1	-0.2%	-1.1%	·	-2.0%	0.2%	-43.1%	-31.6%	0.9%	-1.2%
CN1CCN(c2nc(-c3ccccc3)cc(C(F)(F)F)n2)CC1	3.0%	3.2%	-0.8%	2.5%	0.2%	-20.0%	-26.3%	9.0%	-0.4%
O=C(CNS(=O)(=O)c1c(Cl)cccc1Cl)OCC(=O)c1ccc[nH]1	-16.1%	7.6%	-0.8%	1.2%	-0.2%	17.6%	-5.7%	3.9%	0.7%
O=C1CC(C(F)(F)C(F)(F)C(F)(F)C(F)F)=Nc2ccccc2N1	-6.9%	2.6%	-4.7%	0.8%	0.9%	-5.6%	32.2%	1.7%	0.0%
CCOC(=O)NC(=O)c1cn(-c2ccc(OC)cc2)c(=O)[nH]c1=O	13.0%	-1.4%	-11.1%	-8.6%	0.0%	15.7%	0.1%	-1.7%	0.0%
COc1ccc(-c2nc(N)ncc2-c2csc(C)n2)c(O)c1	-0.3%	-1.2%	0.7%	4.1%	0.3%	-43.7%	-15.5%	4.3%	0.1%
Cc1cc(C(=O)NN=C(Cc2ccccc2)Cc2ccccc2)c(C)o1	1.1%	-1.1%	-2.6%	-4.6%	-0.2%	5.0%	-17.2%	0.7%	0.0%
O=C(CSc1ncnc2nc[nH]c12)c1ccc([N+](=O)[O-])cc1	5.1%	-1.8%	3.1%	-4.1%	-0.1%	-26.8%	-4.0%	-2.7%	0.6%
CCCCNC(=O)/C=C/c1ccc(S(=O)(=O)Nc2ccc(OC)cc2)cc1	-1.1%	-1.0%	-8.1%	-6.3%	-0.2%	39.2%	-7.7%	1.9%	-1.0%
COc1ccccc1COn1c(=O)c(-c2ccco2)[n+]([O-])c2ccccc21	-0.5%	9.9%	3.1%	0.0%	0.2%	-3.6%[20 µM]	-14.5%	6.1%	0.0%
Cc1c(S(=O)(=O)Nc2cccc(Cl)c2)c(=O)n(C)c(=O)n1C	0.7%	1.3%	-1.4%	0.2%	0.3%	-10.5%	-12.1%	-1.9%	-0.3%
Cc1ncsc1CCSc1n[nH]c(=O)n1-c1ccccc1	8.9%	-1.6%	-6.5%	-3.2%	-0.2%	-12.1%	12.2%	11.9%	0.3%
COC(=O)C1NN=C(C(=O)c2ccc(Br)cc2)C1c1cccc(Br)c1 (stereo unspecified)	5.8%	3.9%	0.0%	1.7%	0.0%	-25.6%	-17.0%	-3.3%	-1.4%
O=c1c2ccccc2sn1-c1nccs1	8.7%	-1.4%	·	-11.9%	1.3%	1.7%	-34.1%	9.6%	-0.2%
O=C(O)c1ccc(CSc2nnc(Cc3ccccc3)o2)cc1	16.5%	-1.5%	0.0%	-5.2%	0.3%	-9.2%	-22.3%	-2.8%	-0.1%

Of the compounds above, two have fluorine:
SMILES	GPR55 antagonists	HIV peptide binding	Dengue-2 NS5 capping	KOR beta-arrestin-1	GPR55 activation	KOR beta-arrestin-2	NOD1 inhibition	GPR35 antagonists	West Nile antiviral	others
CN1CCN(c2nc(-c3ccccc3)cc(C(F)(F)F)n2)CC1	3.0%	3.2%	-0.8%	2.5%	0.2%	-20.0%	-26.3%	9.0%	-0.4%
O=C1CC(C(F)(F)C(F)(F)C(F)(F)C(F)F)=Nc2ccccc2N1	-6.9%	2.6%	-4.7%	0.8%	0.9%	-5.6%	32.2%	1.7%	0.0%

The listing picks up, repeating the four entries before the break.
SMILES	GPR55 antagonists	HIV peptide binding	Dengue-2 NS5 capping	KOR beta-arrestin-1	GPR55 activation	KOR beta-arrestin-2	NOD1 inhibition	GPR35 antagonists	West Nile antiviral	others
Cc1ncsc1CCSc1n[nH]c(=O)n1-c1ccccc1	8.9%	-1.6%	-6.5%	-3.2%	-0.2%	-12.1%	12.2%	11.9%	0.3%
COC(=O)C1NN=C(C(=O)c2ccc(Br)cc2)C1c1cccc(Br)c1 (stereo unspecified)	5.8%	3.9%	0.0%	1.7%	0.0%	-25.6%	-17.0%	-3.3%	-1.4%
O=c1c2ccccc2sn1-c1nccs1	8.7%	-1.4%	·	-11.9%	1.3%	1.7%	-34.1%	9.6%	-0.2%
O=C(O)c1ccc(CSc2nnc(Cc3ccccc3)o2)cc1	16.5%	-1.5%	0.0%	-5.2%	0.3%	-9.2%	-22.3%	-2.8%	-0.1%
CCN(CC)C(=O)CSc1nc2c(sc(=S)n2Cc2ccco2)c(=O)n1-c1ccccc1	-8.7%	0.2%	-14.4%	-3.6%	-0.1%	5.0%	6.3%	3.4%	-0.7%	Dengue-2 NS5 capping pilot replicate=-5.8
CCOC(=O)C(C)(C)Sc1nc2c(cnn2-c2ccc(F)cc2)c(=O)[nH]1	11.7%	2.8%	-6.1%	-15.3%	-0.2%	35.0%	-6.2%	0.6%	0.0%
CCOC(=O)C(C(=O)Nc1ccccn1)C1CCCCC1 (stereo unspecified)	-4.9%	-2.8%	-1.6%	0.5%	-0.2%	6.6%	-13.8%	1.6%	-0.1%
O=C(O)c1cc(NC(=O)c2cccc(C(=O)Nc3cc(C(=O)O)cc(C(=O)O)c3)c2)cc(C(=O)O)c1	21.5%	11.8%	6.3%	47.5%	-0.1%	-3.6%[20 µM]	20.2%	19.5%	0.4%
Cn1c(CNC(=O)CCNC(=O)c2ccccc2F)cc(=O)n(C)c1=O	4.8%	1.2%	4.4%	-3.1%	-0.2%	-31.4%	-5.1%	-1.6%	-0.4%
COc1cc(/C=N/O)ccc1OCc1ccc(Cl)cc1	-1.6%	0.0%	·	1.4%	-0.1%	-55.0%[20 µM]	-6.6%	-0.7%	0.6%
CCOC(=O)C1(C)NC(c2cc(OC)c(OC)c(OC)c2)C2C(=O)N(CC)C(=O)C21 (stereo unspecified)	27.8%	2.1%	-4.1%	-0.2%	-0.1%	-13.9%	-18.5%	-5.0%	0.6%
Cc1cc(=O)oc2cc(OC(=O)c3cncc(Br)c3)ccc12	21.1%	2.0%	-0.8%	0.8%	-0.4%	-22.4%	-24.4%	-4.0%	0.6%
Cc1cc(-c2cccs2)c2c(n1)sc1c(=O)[nH]c(=O)[nH]c12	18.7%	2.2%	4.0%	0.0%	-0.1%	31.8%	32.4%	13.0%	-0.5%
COc1ccc(C(c2nnnn2Cc2ccccc2)N2CCN(c3nc4ccccc4s3)CC2)cc1OC (stereo unspecified)	6.9%	-0.3%	5.0%	5.7%	-0.2%	-24.0%	-16.4%	-16.0%	-0.4%
CCOc1ccc(NC(=S)Nc2cccnc2)cc1	-1.7%	0.6%	-7.5%	-2.7%	1.4%	11.7%	-16.6%	-4.7%	0.1%
CCOCCCNC(=O)c1ccccc1SC	0.1%	1.9%	1.4%	-1.4%	0.0%	-13.3%	-16.6%	3.6%	0.1%
Cc1ccc2ncnc(Nc3ccc(C)c(C)c3)c2c1	-6.6%	1.0%	-0.7%	6.8%	-0.1%	2.8%	27.7%	6.1%	-1.0%
O=C(O)c1ccc(O)c(N2C(=O)Nc3ccccc3N2O)c1	-7.1%	12.9%	2.2%	11.4%	0.1%	-7.2%	-20.9%	5.7%	1.9%
O=C(NNS(=O)(=O)c1ccccc1)c1cccc(F)c1	8.4%	-0.6%	-7.8%	-1.1%	-0.2%	-26.2%[20 µM]	-32.9%	5.0%	-0.4%
COc1ccc(CCC(C)NCc2ccc(F)cc2)cc1 (stereo unspecified)	-23.0%	-1.3%	-3.2%	0.6%	-0.2%	-7.3%	10.0%	0.1%	-0.7%
Cc1ccc(Cn2nnnc2CN2CCC(NC(=O)C(C)(C)C)CC2)cc1	-5.4%	-0.8%	2.3%	·	-0.2%	24.4%[20 µM]	52.3%	2.7%	0.0%
O=C(c1ccco1)c1cc2c(ccc3ccccc32)oc1=O	-12.4%	3.4%	-4.8%	-4.9%	0.3%	-27.5%	-3.2%	8.9%	-0.5%	Dengue-2 NS5 capping pilot replicate=2.0
COC(=O)Cc1c(C)nc2nc(NCc3ccccc3OC)[nH]n2c1=O	4.7%	-0.2%	2.2%	2.0%	0.0%	2.2%	-10.4%	13.4%	0.1%
COc1ccc(NC(=O)CSc2nnc(-c3cccs3)n2C)cc1OC	2.5%	-3.4%	-10.0%	0.7%	-0.2%	9.8%	-10.5%	8.6%	-0.2%	Dengue-2 NS5 capping pilot replicate=-6.4
O=C(Nc1cccnc1)c1ccc(NC(=O)c2ccco2)cc1	2.9%	-1.8%	-10.9%	1.6%	0.0%	-56.4%	-12.2%	9.5%	0.2%
Cc1c(C)c2cc(Cl)c(OCc3nn[nH]n3)cc2oc1=O	-1.4%	-2.3%	-0.7%	-11.4%	-0.2%	14.6%	21.7%	5.2%	0.0%

Bioassay records deposited in PubChem by several laboratories.
